GSK3B inh: human GSK3beta kinase inhibitors, primary screen, biochemical, cell-free homogeneous, HTS. GST-GSK3beta kinase, ADP-Glo luminescence, 60 min; stronger effect = lower value. activity score (negative = inhibition), % at 10 µM. 300,000 compounds, 0.038% hits. Glycogen synthase kinase-3 beta (Homo sapiens), P49841;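 active means more than half of replicate wells score below -50%, meaning over 50% inhibition versus plate controls; inconclusive means some replicates but at most half score below -50%; inactive means no replicate scores below -50%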;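 further: 0% = median DMSO wells and -100% = median GW8510 positive control wells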
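Test system: GST-tagged human GSK3beta kinase, cell-free; evaluation: activity score scaled between in-plate DMSO and GW8510 controls; measured by: ADP-Glo luminescence; incubation: 60 min reaction, RT; benchmarks: DMSO and 20 µM GW8510; reagent: peptide substrate plus 25 µM ATP (final); medium: Tris/MgCl2 kinase buffer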
HDAC3 inh: HDAC3 deacetylase inhibitors, primary screen, biochemical, fluorescence, cell-free homogeneous | recombinant HDAC3, fluorogenic peptide/trypsin coupled | inhibition, % at 8.3 µM | 320,000 compounds, 0.15% hits | AID 2718, 2010; in the data active means inhibition above about 26%, passing the limit was not always enough; inconclusive means no clear call, values can overlap the other calls
Dyrk1A ADPGlo: rat Dyrk1A kinase inhibitors, primary screen, biochemical, single point, plate reader | Dual specificity tyrosine-phosphorylation-regulated kinase 1A (Rattus norvegicus), Q63470 | ADP-Glo luminescence, NFATc1 peptide | inhibition, % at 12.5 µM | 310,000 compounds, 0.43% hits; in the data active means inhibition above about 50%;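 further: plate controls were vehicle with enzyme for no effect and no enzyme for full effect; many of its hits are not listed in these tables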
KCNQ1 inh: inhibitors of human KCNQ1 channel, primary screen, cell-based, thallium flux, high-throughput. Potassium voltage-gated channel subfamily KQT member 1 (Homo sapiens), P51787. CHO-K1 KCNQ1, FluxOR thallium flux fluorescence; stronger effect = higher value. B-score at 10 µM. 310,000 compounds, 1.3% hits. AID 2642, 2010;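 active means compounds whose thallium flux B-score, printed positive for inhibition, exceeds three library SD while starting fluorescence stays within three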;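 further: channel opened by potassium depolarization with thallium stimulus after 20 min compound exposure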
hERG protect: hERG rescue from dofetilide block, primary screen, cell-based, CHO-hERG, FluxOR thallium flux, dofetilide IC70; Voltage-gated inwardly rectifying potassium channel KCNH2 (Homo sapiens), Q12809; dofetilide IC70 present; activation (rescue from dofetilide block), less the hit threshold, % at 10 µM; 310,000 compounds, 0.51% hits; AID 1511, 2009;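 active means activation above the mean of controls blocked by dofetilide plus 5 SD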;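 further: thallium influx through hERG after potassium depolarization seen as dye fluorescence rise; in these data hits start at about 4.7%; inactives centre near -7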
KCNQ1 act: potentiators or activators of KCNQ1 channel, primary screen, cell-based, thallium flux, high-throughput; 310,000 compounds, 0.35% hits; Potassium voltage-gated channel subfamily KQT member 1 (Homo sapiens), P51787; B-score at 10 µM; CHO-K1 KCNQ1, thallium flux FluxOR fluorescence; stronger effect = higher value; AID 2648, 2010;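 active means fluorescence ratio B-score, a plate-corrected score, at least three library SD, with initial intensity B-score within 5 SD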
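Assay system: CHO-K1 cells stably expressing KCNQ1. Medium: assay buffer for compound exposure, DMSO matched across wells. Timing: 37 °C overnight plating, 90-min dark dye load, 20-min compound pretreatment. Signal: kinetic FluxOR fluorescence, 10 s baseline plus 110 s post-stimulus.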
PolyA inhibitor: polyadenylation inhibitors in yeast reporter cells, primary screen, luminescence, S. cerevisiae; AID 1875, 2009; 300,000 compounds, 0.02% hits; S. cerevisiae SKY197-pL101 polyadenylation reporter, beta-gal luminescence; efflux-impaired pdr1/pdr3 knockout yeast; score 100 = 6 SD above DMSO; calls only at 12 µM;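 active means lowest replicate activity score at least 50, where 100 means six control SD above control mean; inconclusive means lowest score under 50 but half or more replicates reach 50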;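 further: yeast exposed to compound for 9 h at 30 °C; higher score means more reporter readthrough which indicates perturbed polyadenylation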
KCNK3 block: human KCNK3 channel inhibitors, primary screen, CHO cells, FluxOR thallium flux, B-score; Potassium channel subfamily K member 3 (Homo sapiens), O14649; FluxOR fluorescence; stronger effect = lower value; B-score at 10 µM; 340,000 compounds, 0.84% hits; AID 602410, 2012;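 active means B-score under library mean minus 4 SD, starting fluorescence ratio at most library mean plus 5 SD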;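 further: more negative B-score means stronger inhibition of thallium flux through KCNK3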
Target sequence (O14649 whole entry, looked up): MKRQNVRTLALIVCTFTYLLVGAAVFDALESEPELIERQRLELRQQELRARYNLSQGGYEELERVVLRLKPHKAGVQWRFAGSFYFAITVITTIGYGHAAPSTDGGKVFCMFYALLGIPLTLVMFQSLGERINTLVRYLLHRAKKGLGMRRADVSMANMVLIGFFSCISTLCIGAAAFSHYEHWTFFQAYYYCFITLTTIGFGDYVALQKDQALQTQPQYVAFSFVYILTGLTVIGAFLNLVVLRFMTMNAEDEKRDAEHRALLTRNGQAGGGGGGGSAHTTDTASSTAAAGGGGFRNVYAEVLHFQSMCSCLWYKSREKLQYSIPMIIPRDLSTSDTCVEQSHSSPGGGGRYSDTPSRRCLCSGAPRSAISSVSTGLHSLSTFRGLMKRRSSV
RGS4 pot: RGS4 potentiators or activators, primary screen, cell-based, HEK293 M3R inducible RGS4, calcium flux; 310,000 compounds, 0.92% hits; B-score at 10 µM; carbachol calcium flux Fluo4; stronger effect = lower value; AID 463111, 2010;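 active means B-score of the integrated calcium signal more than 4 SD below the library mean, with starting fluorescence not abnormally high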;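 further: negative B-score means reduced calcium response which marks RGS4 activation or potentiation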
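Material: M3R-expressing HEK293 line, RGS4 induced by doxycycline | Schedule: Overnight RGS4 induction, 30 min dye load 37 °C, 20 min compound RT | Measured by: Fluo4 fluorescence kinetic imaging of calcium | Read-out: Integrated calcium ratio converted to B score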
KCNK9 block: KCNK9 potassium channel inhibitors, primary screen, HEK293 cells, thallium flux | Potassium channel subfamily K member 9 (Homo sapiens), Q9NPC2 | FluxOR thallium flux fluorescence; stronger effect = lower value | B-score at 10 µM | 310,000 compounds, 1.2% hits;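 active means ratio B-score over 3 SD below the library mean, with starting fluorescence within 5 SD of its mean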;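 further: negative B-score means less thallium flux so channel inhibition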
Target sequence (Q9NPC2 whole entry, looked up): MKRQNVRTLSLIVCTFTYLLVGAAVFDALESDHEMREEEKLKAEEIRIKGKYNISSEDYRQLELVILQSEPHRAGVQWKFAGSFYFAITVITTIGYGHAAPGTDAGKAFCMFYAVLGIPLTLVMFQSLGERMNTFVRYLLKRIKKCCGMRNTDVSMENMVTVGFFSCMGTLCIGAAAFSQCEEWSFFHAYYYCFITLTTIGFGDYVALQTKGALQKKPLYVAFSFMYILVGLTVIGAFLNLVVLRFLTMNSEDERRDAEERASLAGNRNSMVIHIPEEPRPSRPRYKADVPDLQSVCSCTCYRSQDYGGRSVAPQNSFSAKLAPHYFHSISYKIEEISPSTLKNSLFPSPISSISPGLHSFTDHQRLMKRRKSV
GSK3 alpha inh: blockers of GSK3A enzyme activity – biochemical, luminescence, cell-free homogeneous, HTS, primary screen. 320,000 compounds, 0.1% hits. inhibition, % at 10 µM. Glycogen synthase kinase-3 alpha (Homo sapiens), P49840. GSK-3 alpha kinase, ADP-Glo luminescence, 60 min;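 in the data active means inhibition above about 50%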;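 further: GST-tagged GSK-3 alpha with peptide substrate and 25 µM ATP; 0% = DMSO neutral wells and 100% = GW8510 positive control wells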
Starred values were filed as active, the others as inactive; i = inactive; ? = inconclusive; / = no result given.

SMILES | GSK3B inh | HDAC3 inh | Dyrk1A ADPGlo | KCNQ1 inh | hERG protect | KCNQ1 act | PolyA inhibitor | KCNK3 block | RGS4 pot | KCNK9 block | GSK3 alpha inh
CN(C)Cc1ccccc1C1(O)c2ccccc2CSc2ccccc21 (configuration not stated) | 5 | -1 | -2 | 7* | -5 | i | i | i | i | -6.8* | 4
CN1CCCC(OC(=O)c2cccc(Cl)c2)C1 (configuration not stated) | -1 | 1 | / | i | -11 | i | i | i | i | i | -2
O=C(Nc1ccc(Cn2nnc3ccccc32)cc1)c1ccco1 | 3 | 3 | -2 | i | -10 | i | i | i | i | i | -2
O=C(COc1cccnc1[N+](=O)[O-])Nc1ccc2c(c1)CCC2 | 2 | / | 3 | i | -13 | i | i | i | i | i | -2
CC(C)C(NC(=O)c1ccco1)C(=O)NCC(c1ccco1)N(C)C (configuration not stated) | 0 | 0 | -4 | i | -8 | i | i | i | i | i | -1
CCOC(=O)/C(=N\Nc1cccc(C(F)(F)F)c1)N1CCOCC1 | -1 | 8 | -8 | i | -9 | i | i | i | i | i | -3
O=C(O)c1cccc(S(=O)(=O)N2Cc3ccccc3C2)c1 | 3 | 4 | -1 | i | 0 | i | i | i | i | i | -3
CC(=O)Nc1ccc(-c2nnn(CC(=O)Nc3ccc4c(c3)OCO4)n2)cc1Cl | 1 | ? | -4 | i | 0 | i | i | i | i | i | -7
CC(=O)c1cn(N(C)c2ncc(C(F)(F)F)cc2Cl)c(=O)[nH]c1=O | 0 | 4 | -3 | i | 0 | i | i | i | i | i | -2
COc1cccc(/C=C2\SC(=S)N(c3cccnc3)C2=O)c1OC | 1 | 11 | 6 | i | -7 | i | i | i | i | i | -1
O=C(NCc1cccnc1)c1ccc(COc2ccccc2Br)o1 | 2 | -1 | -5 | i | -9 | i | i | i | i | i | 8
NC(=O)CSc1nnnn1CC(CC(=O)O)c1ccccc1 (configuration not stated) | 0 | -2 | 9 | i | -3 | i | i | i | i | i | 1
COc1ccccc1CN(Cc1nc2ccccc2c(=O)[nH]1)S(=O)(=O)c1ccc2ccccc2c1 | -14 | 5 | -3 | i | -4 | i | i | i | i | i | -2
CN(C)S(=O)(=O)c1cccc(NC(=O)NCCCl)c1 | 3 | 6 | 6 | i | -13 | i | i | i | i | i | -1
CCCCN(CC)C(=O)CSc1nc2ccccc2c(=O)n1CC1COc2ccccc2O1 (configuration not stated) | 1 | -1 | -1 | i | -18 | i | i | i | i | i | 5
O=C(c1ccc2snnc2c1)N1CCCCC1 | 0 | -1 | 8 | i | -5 | i | i | i | i | i | -2
OCCSc1c(F)c(SCCO)c(SCCO)c(F)c1SCCO | -4 | -8 | -5 | i | -8 | i | i | i | i | i | 0
O=C(CCC(=O)N1CCc2ccccc2C1)NCCc1ccc(Cl)cc1 | -1 | 4 | / | i | -20 | i | i | i | i | i | 0
COC(=O)c1ccc(CN2CCN(C(C)C)C(CCO)C2)cc1 (configuration not stated) | -1 | -9 | 4 | i | -6 | i | i | i | i | i | -1
Cc1nc(-c2ccc(NC(=O)c3ccccc3Br)cc2)cs1 | -2 | / | 0 | i | -4 | i | i | i | i | i | /
Cc1ccc(/C(N)=N/OC(=O)c2ccc(Cl)cc2Cl)cc1 | 0 | -2 | -1 | i | -6 | i | i | i | i | i | 0
c1ccc(Cn2c3ccccc3c3nnc(SCCN4CCCCC4)nc32)cc1 | -3 | -3 | / | i | -6 | i | i | i | -11* | i | 1
COc1ccc(C(=O)C[n+]2ccc3ccccc3c2C)cc1 | -2 | 8 | 3 | i | -13 | i | i | i | i | i | 0
COC(=O)[C@@H](NC(=O)c1ccc2c(c1)S(=O)(=O)c1ccccc1C2=O)C(C)C | -3 | 4 | 2 | i | -3 | i | i | i | i | i | 0
CC(=O)NCCc1c[nH]c2ccc(OCc3ccccc3)cc12 | 2 | -5 | / | i | -6 | i | i | i | i | i | 1
Cc1oc(/N=C/c2cccc([N+](=O)[O-])c2)c(C#N)c1C | -1 | 2 | -1 | i | -5 | i | i | i | i | i | 1
CC1CC(C)CN(CCCNC(=O)C2CCCN(c3nnc(N4CCCC4=O)s3)C2)C1 (configuration not stated) | 6 | 0 | -9 | i | -3 | i | i | i | i | i | 4
O=C(O)C1C(c2ccccc2)C(C(=O)N2CCOCC2)C1c1ccccc1 (configuration not stated) | -1 | -3 | -3 | i | -9 | i | i | i | i | i | 7
CCc1ccc(OCC(=O)Nc2ccc(S(=O)(=O)N3CCOCC3)cc2)cc1 | 17 | / | -1 | i | -9 | i | i | i | i | i | /
COc1ccccc1C(O)(C(=O)NNc1ccccc1C)c1ccccc1OC | -3 | -11 | 23 | i | -13 | i | i | i | i | i | 5
Cc1cc2c3c(c1)C(C)CC(C)(C)N3C(=O)C2=O (configuration not stated) | 0 | 1 | / | i | -13 | i | i | i | i | i | -5
COC(=O)c1ccccc1NC(=O)CSc1nnc(-c2ccc(OC)cc2)n1C | -1 | -5 | 0 | i | -2 | i | i | i | i | i | 0
O=C(Nc1cccc(F)c1)C1CCCN(S(=O)(=O)c2ccccc2)C1 (configuration not stated) | -3 | -10 | 1 | i | -7 | i | i | i | i | i | 0
N#CCCn1cc(C=O)c(-c2cccs2)n1 | -1 | 2 | / | i | -9 | i | i | i | i | i | -4
O=C(CCN1C(=O)/C(=C/c2ccccc2Cl)SC1=S)NC1CCCC1 | -1 | 7 | -4 | i | -3 | i | i | i | i | i | -2
O=c1c2cc(Br)ccc2[nH]c(=S)n1Cc1ccccc1 | 0 | 7 | / | i | 0 | i | i | i | i | i | 0
CC(C)(C)NC(=O)C1CN(S(=O)(=O)c2ccccc2)CCN1S(=O)(=O)c1ccccc1 (configuration not stated) | -9 | 0 | 8 | i | -11 | i | i | i | i | i | -1
COc1cccc(/C=N/N2CCN(C)CC2)c1 | 3 | 2 | -3 | i | -2 | i | i | i | i | i | -2
CC(NS(=O)(=O)c1ccc(Br)cc1)C(c1cccs1)N1CCOCC1 (configuration not stated) | -1 | / | -1 | i | -12 | i | i | i | i | i | -2
O=C1C(c2ccncc2)N(CCC2=CCCCC2)C(=O)CN1C1CCCCC1 (configuration not stated) | 0 | 1 | -3 | i | -10 | i | i | i | i | i | 1
COc1ccc(-n2c(Cc3ccccc3)nnc2SCc2ccc([N+](=O)[O-])cc2)cc1 | -5 | 8 | -1 | i | -3 | i | i | i | i | i | 1
CCOC(=O)C1=C(C)N(CCCCCC(=O)O)C(=O)NC1c1ccc([N+](=O)[O-])cc1 (configuration not stated) | -4 | 6 | 2 | i | -10 | i | i | i | i | i | 0
COCCNC(=O)COc1ncnc2scc(-c3ccc(F)cc3)c12 | -2 | -2 | / | i | -11 | i | / | i | i | i | 2
O=C(Nc1ccc(Cl)cn1)c1ccc2nccnc2c1 | -6 | 0 | 9 | i | -6 | i | i | i | i | i | -3
CCN1CCN(CCCNC(=O)Cn2nc(C)n3nc(-c4ccccc4)cc3c2=O)CC1 | 1 | 8 | -2 | i | -8 | i | i | i | i | i | -2
O=S(=O)(Nc1cccc(Br)c1)c1cccc2nsnc12 | 2 | -6 | -6 | i | -4 | i | i | i | i | i | 1
CCN(CC)C(=O)c1ccc(S(=O)(=O)N2CCC(c3nc4ccccc4s3)CC2)cc1 | 0 | 0 | -3 | i | -3 | i | i | i | i | i | -5
COC(=O)C1=C(C)N(C)C(=O)NC1c1cccc2ccccc12 (configuration not stated) | -5 | -3 | 3 | i | -12 | i | i | i | i | i | -2
CCNc1c(NS(=O)(=O)c2ccc(OC)cc2)c(=O)oc2ccccc12 | / | 1 | 4 | i | -10 | i | i | i | i | i | -1
Cc1nn(Cc2ccccc2)c(Cl)c1C(=O)OCC(=O)NC(=O)NC12CC3CC(CC(C3)C1)C2 | 1 | 0 | -4 | i | -3 | i | i | i | i | i | -5
COc1ccc(N(C(=O)C(C)C)S(=O)(=O)c2cccs2)cc1 | 2 | / | -1 | i | -14 | i | i | i | i | i | /
O=C(CSc1nnc(Cc2ccccc2)o1)c1ccc2c(c1)OCO2 | -4 | 6 | 22 | i | -18 | i | i | i | i | i | -1
Cc1ccc(-n2c(=O)c3c4c(sc3n3c(=S)[nH]nc23)CCC4)cc1 | 1 | 1 | 23 | i | -16 | i | i | i | i | i | -6
Cc1ccnc(NC(=O)C(C)N2C(=O)c3ccccc3S2(=O)=O)c1 (configuration not stated) | -17 | 2 | -1 | i | -6 | i | i | i | i | i | 32
CC(=O)c1cccc(N(C(=O)CNC(=O)c2ccco2)C(C(=O)NC2CCCC2)c2ccco2)c1 (configuration not stated) | -2 | -1 | -11 | i | -5 | i | i | i | i | i | 0
COc1ccccc1NC(=O)Cn1c(=O)c(N(C)C)c(N)n(C)c1=O | -1 | -4 | -3 | i | -4 | i | i | i | i | i | -1

Screens deposited in PubChem BioAssay by several laboratories.

The list is partial. The share of hits here may be higher or lower than overall.
